HRas wt GTP: modulators of GTP binding to HRas wildtype, primary screen, biochemical, bead-based flow cytometry, multiplex; GTPase HRas (Homo sapiens), P01112; hit rate 0.14% among 190,000; GTP binding activity, % at 10 µM; GST-Ras wt beads, Bodipy-FL-GTP binding; actives lie on both sides;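 active means GTP binding activity at least 20% away from the 100% baseline, either lowered as inhibitor or raised as activator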;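 further: 0% = unlabeled GTP competition control and 100% = no-compound control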
Target sequence (P01112 whole entry, looked up): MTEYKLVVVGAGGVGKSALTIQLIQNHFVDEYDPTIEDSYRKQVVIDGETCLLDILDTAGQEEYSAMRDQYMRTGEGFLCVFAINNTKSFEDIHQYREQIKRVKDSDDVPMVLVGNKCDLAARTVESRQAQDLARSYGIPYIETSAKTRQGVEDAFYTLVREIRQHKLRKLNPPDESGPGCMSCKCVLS
Mcl1 Bid PPI: Mcl-1/Bid binding inhibitors, primary screen, biochemical, TR-FRET, 1536-well; Induced myeloid leukemia cell differentiation protein Mcl-1 (Homo sapiens), Q07820; TR-FRET Mcl-1/Bid-Dy647 peptide binding; inhibition, % at 21.7 µM; hit rate 0.97% among 220,000; AID 1021, 2008;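 active means compounds that cut the binding signal by more than half at the single screening dose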;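 further: His-tagged Mcl-1 with europium anti-His antibody binding Bid BH3 peptide; 0% = Mcl-1 plus peptide wells and 100% = peptide-only wells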
Target sequence (Q07820 whole entry, looked up): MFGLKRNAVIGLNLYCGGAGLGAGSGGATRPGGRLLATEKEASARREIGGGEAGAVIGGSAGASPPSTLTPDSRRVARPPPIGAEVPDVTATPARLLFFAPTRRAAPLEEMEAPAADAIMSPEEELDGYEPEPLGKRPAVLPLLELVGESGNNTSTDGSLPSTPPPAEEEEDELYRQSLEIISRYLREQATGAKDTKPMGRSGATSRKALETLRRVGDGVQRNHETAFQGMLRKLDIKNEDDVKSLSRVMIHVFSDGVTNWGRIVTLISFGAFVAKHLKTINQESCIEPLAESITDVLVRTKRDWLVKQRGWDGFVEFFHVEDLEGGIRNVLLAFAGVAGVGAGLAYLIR
Rab2 wt GTP: modulators of GTP binding to Rab2A wildtype, primary screen, biochemical, dog, bead-based flow cytometry, multiplex; Ras-related protein Rab-2A (Canis lupus familiaris), P61105; GST-Rab2 wt beads, Bodipy-GTP binding; GTP binding activity, % at 10 µM; hit rate 0.19% among 190,000;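 active means GTP binding activity at least 20 points away from 100%, either lowered or raised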;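 further: 0% = beads with excess unlabeled GTP and 100% = no-compound control corrected for plate trend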
Bim-Mcl-1: inhibitors of Bim peptide binding to Mcl-1, primary screen, biochemical, bead-based flow cytometry, multiplex; Induced myeloid leukemia cell differentiation protein Mcl-1 (Homo sapiens), Q07820; Bim peptide-Mcl-1 binding; inhibition, % at 10 µM; hit rate 0.1% among 190,000; in the data active means inhibition above about 40%;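 further: 0% = no compound tracer wells and 100% = peptide blocker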
Rac1 wt modul: wildtype Rac1 GTP binding modulators, primary screen, biochemical, GST-Rac1 beads, flow cytometry, multiplex; GTP binding activity (% of control), % at 10 µM; hit rate 0.27% among 190,000; AID 757, 2007; fluorescent GTP binding; actives lie on both sides; 0 = cold GTP competed, 100 = untreated; Ras-related C3 botulinum toxin substrate 1 (Homo sapiens), P63000;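 active means GTP binding activity at least 20 points away from the 100% control level, either lower or higher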
Mcl1-Noxa inh: Mcl-1/Noxa binding inhibitors, primary screen, biochemical, TR-FRET, 1536-well; inhibition, % at 21.7 µM; hit rate 1.5% among 220,000; TR-FRET Mcl-1/Noxa peptide binding, 2 h; Induced myeloid leukemia cell differentiation protein Mcl-1 (Homo sapiens), Q07820;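 active means compounds that cut the protein-peptide binding signal by more than 50% relative to plate controls in a single-dose test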;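 further: His-tagged Mcl-1 with rhodamine Noxa BH3 peptide and terbium anti-His antibody; 0% = Mcl-1 plus Noxa peptide wells and 100% = peptide-only wells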
Rac1 act GTP bind: GTP binding modulators of activated mutant Rac1, primary screen, biochemical, bead-based flow cytometry, multiplex, fluorescent GTP; GST-Rac1 activated beads; actives lie on both sides; 100% means binding = to untreated wells; Ras-related C3 botulinum toxin substrate 1 (Homo sapiens), P63000; percent activity (GTP binding), % at 10 µM; hit rate 0.11% among 190,000; AID 764, 2007;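 active means GTP binding at least 20 percentage points away from the 100% baseline, in either direction, so actives lie on both sides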
Avidin bead fluor: green autofluorescence of compounds with avidin beads – biophysical, 488/530 nm, flow cytometry, artefact control, profiling panel. AID 1775, 2009. compound fluorescence 488/530 nm; stronger effect = higher value. fluorescence (KMESF) at 10 µM. hit rate 0.38% among 220,000; in the data active means fluorescence above about 47; further: inactives centre near 10
Rab7 wt GTP bind: modulators of GTP binding to Rab7, primary screen, biochemical, wildtype, multiplex bead flow cytometry; GTP binding activity (percent of control), % at 10 µM; AID 758, 2007; hit rate 0.055% among 190,000; GST-Rab7 beads, fluorescent GTP binding; actives lie on both sides; untreated = 100%, excess cold GTP = 0%; Rab7 GTPase wild type (dog), Bodipy-FL-GTP binding;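 active means fluorescent GTP binding to Rab7 beads changed by at least 20 points from the 100% baseline, either direction, mostly lower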;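 further: median green fluorescence of bound Bodipy-FL-GTP per Rab7 bead population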
Pf gametocyte: late stage P. falciparum gametocyte viability inhibitors, primary screen, ATP luminescence, HTS. inhibition, % at 10.9 µM. hit rate 0.065% among 150,000. P. falciparum stage V gametocytes, 24 h. AID 743093, 2013;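 active means inhibition above the mean plus 3 SD of compounds within the control limits, set per campaign, cut at about 38% in these data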;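 further: 0% = DMSO wells and 100% = medium only without gametocytes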
Cdc42 wt: modulators of GTP binding to wildtype Cdc42, primary screen, biochemical, multiplex bead flow cytometry, Bodipy-GTP. AID 761, 2007. hit rate 0.2% among 190,000. percent activity (GTP binding), % at 10 µM. GST-Cdc42 beads; actives lie on both sides;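 active means percent activity GTP binding at least 20 points away from the 100% baseline, either down as inhibitor or up as activator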;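 further: median bead fluorescence of bound Bodipy-FL-GTP at 100 nM; 0% = excess unlabeled GTP control and 100% = no compound control; below 100% means less GTP binding so inhibitor and above means activator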
Target sequence (P60953 whole entry, looked up): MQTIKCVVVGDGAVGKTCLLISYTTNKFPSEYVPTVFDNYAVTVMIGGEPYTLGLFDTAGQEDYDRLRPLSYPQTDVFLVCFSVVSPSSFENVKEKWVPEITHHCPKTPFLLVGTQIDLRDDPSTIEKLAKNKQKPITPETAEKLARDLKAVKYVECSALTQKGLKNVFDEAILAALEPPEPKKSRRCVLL
* = called active by the depositor; / = not tested or not shown.

SMILES | HRas wt GTP | Mcl1 Bid PPI | Rab2 wt GTP | Bim-Mcl-1 | Rac1 wt modul | Mcl1-Noxa inh | Rac1 act GTP bind | Avidin bead fluor | Rab7 wt GTP bind | Pf gametocyte | Cdc42 wt
O=C1c2cc3ccccc3c(-c3ccccc3)c2C(=O)N1c1ccccn1 | 98.0 | 13.6 | 100.0 | 0.0 | 100.0 | 5.5 | 98.0 | 3 | 99.0 | 6.5 | 98.0
c1cncc(-c2nc(-c3cccs3)cs2)c1 | 98.0 | -9.5 | 98.0 | 0.0 | 101.0 | 20.9 | 99.0 | 8 | 99.0 | / | 96.0
N/C(=N\OS(=O)(=O)c1ccc2ccccc2c1)c1cccnc1 | 91.0 | 0.8 | 90.0 | -1.0 | 87.0 | 35.5 | 83.0 | 10 | 99.0 | 11.4 | 86.0
Oc1csc(Cc2nc(-c3ccccc3F)cs2)n1 | 93.0 | -45.1 | 92.0 | 1.0 | 93.0 | 5.9 | 94.0 | 9 | 91.0 | -1.6 | 91.0
CCN(CCCNC(=O)CC(C(=O)N1CCc2ccccc21)n1ccnc1)c1cccc(C)c1 (configuration not stated) | 102.0 | -69.3 | 99.0 | 0.0 | 100.0 | 21.6 | 96.0 | 16 | 102.0 | 5.4 | 100.0
CN1CCN(C(=O)C2=C[C@H](c3ccc4c(c3)OCO4)C[C@H](OCc3ccc(CO)cc3)O2)CC1 | 96.0 | -8.1 | 98.0 | -1.0 | 98.0 | -8.2 | 97.0 | 6 | 99.0 | 8.4 | 98.0
CC(C)NS(=O)(=O)c1ccc(NC(=O)C2CC3C=CC2C3)cc1 (configuration not stated) | 97.0 | -26.4 | 101.0 | 2.0 | 94.0 | 4.8 | 98.0 | 23 | 100.0 | -0.3 | 94.0
COc1ccc(CSCCc2n[nH]c(=S)n2-c2ccccc2)cc1C | 93.0 | -6.5 | 94.0 | -4.0 | 95.0 | 38.9 | 96.0 | 8 | 100.0 | 11.5 | 99.0
COc1ccc(N2CCN(C(=O)CN(c3ccc(Br)cc3)S(C)(=O)=O)CC2)cc1 | 101.0 | -23.7 | 100.0 | -1.0 | 97.0 | 14.8 | 97.0 | 38 | 101.0 | / | 100.0
O=C(CCn1c(=O)oc2ccccc21)NC1=NCCS1 | 102.0 | -8.6 | 102.0 | -2.0 | 102.0 | 9.6 | 99.0 | 9 | 95.0 | / | 103.0
O=C1N/C(=N/Nc2ccccc2)S/C1=C\c1ccccc1 | 96.0 | -55.7 | 98.0 | -5.0 | 98.0 | 97.1* | 93.0 | 6 | 102.0 | / | 95.0
CC(C)C(=O)NC(=S)Nc1ccccc1C(=O)NC1CCCCC1 | 102.0 | -2.9 | 103.0 | -9.0 | 106.0 | 4.1 | 99.0 | 5 | 105.0 | 52.3* | 100.0
COc1ccc(NC(C)c2cc(Cl)ccc2O)cc1 (configuration not stated) | 96.0 | -24.1 | 94.0 | -2.0 | 94.0 | 22.1 | 94.0 | 8 | 96.0 | -53.5 | 94.0
O=C(CCc1ccccc1)NCCc1nc2ccccc2[nH]1 | 96.0 | -16.3 | 101.0 | -1.0 | 100.0 | 5.1 | 98.0 | 14 | 98.0 | 4.9 | 97.0
Cc1ccc(CSCC(=O)NN=C2CCN(C)CC2)cc1 | 101.0 | -15.8 | 101.0 | 0.0 | 104.0 | 4.3 | 102.0 | 42 | 100.0 | -0.4 | 101.0
S=c1[nH]nc(CCc2nc3ccccc3[nH]2)n1-c1ccccc1 | 97.0 | -47.3 | 94.0 | -8.0 | 99.0 | 12.9 | 95.0 | 13 | 97.0 | -10.7 | 99.0
CCOC(=O)COn1c(SCC(=O)OCC)nc2ccccc2c1=O | 90.0 | 11.5 | 89.0 | 0.0 | 88.0 | -6.5 | 90.0 | 27 | 93.0 | 4.7 | 87.0
CC(C)C[C@H](NC(=O)c1nc[nH]c1C(=O)NCc1ccccc1)C(=O)OC(C)(C)C | 96.0 | -7.0 | 93.0 | -3.0 | 94.0 | -73.0 | 96.0 | 6 | 93.0 | 0.0 | 92.0
O=C(Nc1ccccc1C(F)(F)F)c1c(F)cccc1Cl | 100.0 | -15.7 | 101.0 | 1.0 | 97.0 | 17.5 | 96.0 | 11 | 106.0 | -15.9 | 102.0
N#CC(C#N)=Cc1cccn1-c1ccc(S(N)(=O)=O)cc1 | 93.0 | -9.5 | 95.0 | 1.0 | 95.0 | -4.1 | 96.0 | 6 | 92.0 | -7.6 | 93.0
COc1ccc(CCNC(=O)Cn2nnc(-c3ccc(N4CCOCC4)cc3)n2)cc1OC | 97.0 | -37.9 | 96.0 | 0.0 | 96.0 | -0.5 | 96.0 | 10 | 97.0 | -24.4 | 98.0
COc1ccc(C(=O)NNC(=O)CSc2nnc(C)n2CC2CCCO2)cc1 (configuration not stated) | 98.0 | -14.5 | 100.0 | 2.0 | 99.0 | 0.1 | 99.0 | 13 | 100.0 | 7.4 | 100.0
COc1ccc(NC(=O)/C=C/c2cccc(F)c2)cn1 | 99.0 | -6.6 | 99.0 | -4.0 | 99.0 | 12.1 | 99.0 | 11 | 101.0 | -4.2 | 96.0
COCCN(C(=O)CCl)C(C(=O)NC1CCCCC1)c1ccccc1C (configuration not stated) | 98.0 | -8.0 | 98.0 | 3.0 | 99.0 | -0.1 | 98.0 | 14 | 99.0 | 11.2 | 98.0
O=C(Cc1ccc(Cl)c(Cl)c1)Nc1cccc2ncccc12 | 96.0 | -21.3 | 96.0 | 0.0 | 93.0 | 10.5 | 92.0 | 24 | 99.0 | -22.3 | 94.0

Single records (already shown):
O=C(Cc1ccc(Cl)c(Cl)c1)Nc1cccc2ncccc12 as listed: HRas wt GTP = 96.0; Mcl1 Bid PPI = -21.3; Rab2 wt GTP = 96.0; Bim-Mcl-1 = 0.0; Rac1 wt modul = 93.0; Mcl1-Noxa inh = 10.5; Rac1 act GTP bind = 92.0; Avidin bead fluor = 24; Rab7 wt GTP bind = 99.0; Pf gametocyte = -22.3; Cdc42 wt = 94.0
O=C(CCc1ccccc1)NCCc1nc2ccccc2[nH]1 as listed: HRas wt GTP = 96.0; Mcl1 Bid PPI = -16.3; Rab2 wt GTP = 101.0; Bim-Mcl-1 = -1.0; Rac1 wt modul = 100.0; Mcl1-Noxa inh = 5.1; Rac1 act GTP bind = 98.0; Avidin bead fluor = 14; Rab7 wt GTP bind = 98.0; Pf gametocyte = 4.9; Cdc42 wt = 97.0

Going on with the list:
SMILES | HRas wt GTP | Mcl1 Bid PPI | Rab2 wt GTP | Bim-Mcl-1 | Rac1 wt modul | Mcl1-Noxa inh | Rac1 act GTP bind | Avidin bead fluor | Rab7 wt GTP bind | Pf gametocyte | Cdc42 wt
CCCCn1c(=S)[nH]c2cc(S(=O)(=O)N3CCCCC3)ccc21 | 100.0 | -47.2 | 101.0 | -5.0 | 98.0 | -7.8 | 96.0 | 8 | 96.0 | / | 101.0
CCn1cc([N+](=O)[O-])c(C(=O)N2N=C(c3ccccc3)CC2c2ccc([N+](=O)[O-])cc2)n1 (configuration not stated) | 102.0 | 2.6 | 102.0 | 0.0 | 103.0 | -7.6 | 101.0 | 7 | 97.0 | -14.9 | 99.0
CNC(=S)N(C)[C@H]1c2c(ccc3ccccc23)OC[C@H]1CO | 103.0 | -22.9 | 103.0 | -1.0 | 110.0 | -4.2 | 103.0 | 12 | 95.0 | 6.9 | 104.0
COc1ccc(CCc2nnc(CCC(=O)N(C)Cc3ccnc4ccccc34)o2)cc1 | 97.0 | -8.9 | 98.0 | 0.0 | 98.0 | 1.1 | 98.0 | 11 | 97.0 | 19.0 | 99.0
COc1ccc(CN2CCN(C(=O)C3CCC(CNS(=O)(=O)c4ccc(C)cc4)CC3)CC2)c(OC)c1OC (configuration not stated) | 99.0 | -31.4 | 100.0 | 0.0 | 100.0 | -7.0 | 95.0 | 7 | 104.0 | 8.6 | 98.0
Cc1nc2sc(C(c3ccco3)N3CCC(Cc4ccccc4)CC3)c(O)n2n1 (configuration not stated) | 103.0 | -17.7 | 104.0 | -3.0 | 111.0 | 11.2 | 105.0 | 7 | 102.0 | / | 104.0
CCOc1ccccc1-n1c(SCC(=O)Nc2nccs2)nnc1-c1ccoc1C | 98.0 | -39.2 | 96.0 | 0.0 | 103.0 | -15.5 | 97.0 | 23 | 97.0 | / | 99.0
Cc1cc(C(=O)COC(=O)C2=NNC(=O)CC2)c(C)n1-c1ccccc1 | 101.0 | -41.7 | 100.0 | 1.0 | 102.0 | 1.1 | 98.0 | 39 | 99.0 | / | 104.0
C/C=C(\C)CN1CCN(c2ccccc2F)CC1 | 99.0 | 53.4* | 100.0 | -5.0 | 105.0 | 24.5 | 100.0 | 14 | 99.0 | / | 100.0
CC(CC#CCN1CCOCC1)OCCC#N (configuration not stated) | 101.0 | -17.3 | 101.0 | 0.0 | 101.0 | -17.5 | 99.0 | 8 | 95.0 | / | 101.0
CCOC(=O)COc1cc(N2C(=O)CSCC2=O)c(Cl)cc1Cl | 99.0 | 5.2 | 100.0 | 0.0 | 105.0 | 18.5 | 98.0 | 8 | 98.0 | / | 99.0
CCC(C)c1ccc(NC(=S)NCc2cccnc2)cc1 (configuration not stated) | 102.0 | -4.5 | 100.0 | 15.0 | 108.0 | -1.5 | 98.0 | 6 | 99.0 | 7.4 | 106.0
CC1CCc2c(C(=O)NCCN3CCOCC3)csc2C1 (configuration not stated) | 100.0 | -35.4 | 96.0 | 4.0 | 99.0 | -12.2 | 96.0 | 8 | 96.0 | / | 101.0
CCN(Cc1nc(-c2cccc(Cl)c2)no1)CC1CCCO1 (configuration not stated) | 96.0 | -34.3 | 97.0 | -3.0 | 97.0 | 2.4 | 94.0 | 6 | 98.0 | 14.3 | 95.0
O=C(CSCCO)Nc1nccs1 | 97.0 | -8.6 | 96.0 | -2.0 | 93.0 | 4.5 | 96.0 | 8 | 98.0 | -18.0 | 98.0
O=C1NCCC/C1=N/Nc1ccc(F)cc1 | 98.0 | -19.6 | 99.0 | -6.0 | 97.0 | -9.0 | 96.0 | 24 | 103.0 | 23.7 | 99.0
Cc1cc(Oc2ccccc2)nc(-c2ccccc2O)n1 | 100.0 | -21.7 | 98.0 | 1.0 | 105.0 | -0.1 | 99.0 | 13 | 97.0 | / | 98.0
